High-throughput results from PubChem BioAssay.
SENP8 block = human SENP8 protease inhibitors, primary screen, biochemical, fluorescence, Nedd8 protein substrate, uHTS; Sentrin-specific protease 8 (Homo sapiens), Q96LD8; recombinant SENP8; inhibition, % at 20 µM; 360,000 compounds, 0.64% hits; in the data active means inhibition mostly above about 40%, no sharp cut-off; inactive means mostly below about 27%
Target sequence (Q96LD8 whole entry, looked up): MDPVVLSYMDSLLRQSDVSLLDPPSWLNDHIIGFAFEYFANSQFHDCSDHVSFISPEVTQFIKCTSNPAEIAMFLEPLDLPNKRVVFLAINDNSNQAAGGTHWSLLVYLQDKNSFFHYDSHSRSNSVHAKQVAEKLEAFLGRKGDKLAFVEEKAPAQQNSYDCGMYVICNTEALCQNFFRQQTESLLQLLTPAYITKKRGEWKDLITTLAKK
GRIN3A LBD mod = binders of NR3A ligand-binding domain, primary screen, biophysical, differential scanning fluorimetry, uHTS. Glutamate receptor ionotropic, NMDA 3A (GRIN3A) ligand-binding domain. NR3A LBD differential scanning fluorimetry, Tm shift; 0% = protein alone, 100% = glycine-bound protein. Tm shift relative to glycine control, % at 25 µM. 340,000 compounds, 2.5% hits. AID 1259313, 2017;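 active means melting temperature shift of at least 10% of the positive control shift, at one fixed dose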
PfG6PD inh = PfG6PD enzyme inhibitors, primary screen, biochemical, fluorescence intensity, uHTS. PfGluPho enzyme, NADPH resazurin-diaphorase fluorescence. inhibition, % at 20 µM. 350,000 compounds, 0.78% hits. glucose-6-phosphate dehydrogenase-6-phosphogluconolactonase (Plasmodium falciparum 3D7);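 active means inhibition reaching at least a set limit at 20 µM in the primary screen, cut at about 59% in these data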;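 further: 0% = DMSO wells with substrate and 100% = DMSO wells lacking glucose-6-phosphate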
MPTP block = mitochondrial permeability transition pore inhibitors, primary screen, biochemical, isolated mouse mitochondria, absorbance. Ca2+ swelling absorbance, 30 min. inhibition, % at 10 µM. 360,000 compounds, 1.4% hits;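 active means inhibition of 50% or more, scaled per plate between neutral and stimulator controls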;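 further: 0% = DMSO wells given calcium and 100% = 1 mM EGTA wells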
SENP1 inh = human SENP1 catalytic domain inhibitors, primary screen, biochemical, FRET, uHTS; recombinant SENP1 catalytic domain, CyPet-SUMO1-YPet FRET cleavage; inhibition, % at 10 µM; 360,000 compounds, 0.21% hits; AID 624204, 2012;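 active means inhibition at least 30% at 10 µM, raw YFP signal under a set limit, fluorescence ratio 0.5 to 1.5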;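 further: 0% = enzyme with DMSO and 100% = no enzyme wells; some results filed as inactive read as strong as hits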
Target sequence (Q9P0U3 419-644 limits assumed): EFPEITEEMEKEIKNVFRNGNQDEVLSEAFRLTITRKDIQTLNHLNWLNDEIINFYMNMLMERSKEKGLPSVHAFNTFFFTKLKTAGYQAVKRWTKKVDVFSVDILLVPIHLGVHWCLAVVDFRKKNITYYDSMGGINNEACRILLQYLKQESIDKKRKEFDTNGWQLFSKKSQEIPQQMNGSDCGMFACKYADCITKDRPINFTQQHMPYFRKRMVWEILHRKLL
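Assay system: hSENP1 catalytic domain, recombinant. Amount: SENP1 enzyme, 20 pM final. Schedule: 50 min reaction, RT, dark. Technique: FRET, CFP and YFP emission. Control set: no-enzyme wells low, DMSO-plus-enzyme wells high control.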
SENP6 inh = SENP6 protease inhibitors, primary screen, biochemical, luminescence, uHTS | Recombinant SENP6 catalytic domain, aminoluciferin luminescence | inhibition, % at 10 µM | 330,000 compounds, 1.8% hits;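 active means inhibition above about 50% at the single tested dose, limit read from the data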;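 further: plate controls were DMSO wells with enzyme for no effect and DMSO wells lacking enzyme for full effect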
hIAP activ = human IAP activators, primary screen, biochemical, luminescence, uHTS; activation factor at 10 µM; Intestinal-type alkaline phosphatase (Homo sapiens), P09923; 330,000 compounds, 0.16% hits; purified human IAP, CDP-Star luminescence, 30 min; stronger effect = higher value; 1 = vehicle-only enzyme, 0 = enzyme-free background;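 active means activation factor of the enzyme at least 2-fold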; further: the source names both 10 and 20 µM as test concentration; values of inactives mirror those of a sister screen read the other way
ATG4B inhibitor = ATG4B protease inhibitors, primary screen, biochemical, fluorescence, uHTS | ATG4B cleavage of LC3-PLA2, NBD-HPC fluorescence, 1 h | inhibition, % at 8.33 µM | 340,000 compounds, 0.51% hits | AID 504462, 2011; in the data active means inhibition above about 40%
Active calls of the source: *; x = no result given.

SMILES	SENP8 block	GRIN3A LBD mod	PfG6PD inh	MPTP block	SENP1 inh	SENP6 inh	hIAP activ	ATG4B inhibitor
COc1cc(C(=O)Oc2ccccc2/C=N/NC(=O)c2ccc(Cl)cc2)cc(OC)c1OC	20	-3	-28	6.5	-5	0	0.96	-6
COc1ccccc1NC(=O)CSc1nc(SC)ns1	13	-1	12	1.6	1	22	1.1	1
CCNC(=O)CCSc1nnc(-c2ccncc2)o1	6	-1	0	-1.3	3	7	1	-10
CCOC(=O)C1=C(C)N=c2s/c(=C/c3ccc(OCC(=O)O)cc3)c(=O)n2C1c1cc(OC)c(OC)c(OC)c1 (stereo not given)	-15	0	-26	1.8	-31	-10	0.89	0
COc1cc(/C=C2/SC(=O)NC2=O)ccc1Oc1ccc([N+](=O)[O-])cc1[N+](=O)[O-]	17	7	-19	41	3	-16	0.92	24
O=S(=O)(c1cnc(Cl)c(Br)c1)N1CCCCCC1	16	0	-16	-4.8	-2	-6	0.98	7
CC(C)OC(=O)C(NC(=O)c1ccccc1)=C1CCCCC1	25	-1	4	0.9	-1	-20	0.94	-7
O=C(CN1C(=O)NC2(CCCC2)C1=O)Nc1nc2ccccc2s1	-16	-2	-20	1.3	2	1	1	-9
COc1ccc(C(=O)CSc2nnc(CNc3ccc(C)cc3C)o2)cc1	9	1	3	3.6	1	-3	0.99	-20
CCOC(=O)C1CCCN(C2=NC(=O)/C(=C/c3ccc(O)c(OC)c3)S2)C1 (stereo not given)	-89	0	45	-1.2	69*	7	1	-9
O=C(Nc1nnc(C2CC2)s1)c1cc(-c2ccccc2)nn1-c1ccccc1	-15	-5	0	-1.1	-1	-6	1	7
O=C(CCCc1cccs1)NCCc1c[nH]c2ccccc12	12	0	-4	-1.1	-2	-32	1.1	-4
CCSCCC(NC1=CC(=O)CC(C)(C)C1)C(=O)O (stereo not given)	28	1	6	-1.1	-3	-3	0.89	3
CNC(=S)Nc1cccc(Cl)c1C	10	1	-6	0.4	1	-1	0.84	0
Cc1cc(NC(=O)Nc2cc(Cl)sc2Cl)no1	13	-6	10	0.6	2	-15	1.1	-1
CC1CCCN(Cc2ccc(OCc3ccccc3)cc2)C1 (stereo not given)	18	-3	-3	0.5	1	-15	1.1	-3
CN(C)CCC=C1c2ccccc2CCc2ccccc21	12	1	12	32	0	4	1	-7
O=C1C[C@H]2[C@H](CO)[C@@H](OC(=O)c3ccc(-c4ccccc4)cc3)C[C@H]2O1	9	-1	5	2.8	7	-12	0.91	-10
Cc1cc(-c2nnc(SCC(=O)Nc3ccccc3C)n2N)n[nH]1	10	-2	-9	-1.9	-1	-3	0.88	5
CCN(CC(=O)N1CCC(C(N)=O)CC1)S(=O)(=O)c1ccc(Cl)cc1	2	-1	-4	0.8	0	1	0.77	18
CC1(COS(N)(=O)=O)CCCCC1	21	-2	13	-0.5	0	4	1.1	-2
O=C(NCc1ccccc1)C1(CC2CC(c3ccccc3)=NO2)CCNCC1 (stereo not given)	16	-1	29	-1.8	-1	-8	1	-18
CCN(CC)S(=O)(=O)c1ccc(-c2cc(C(=O)OC)sc2C(F)(F)F)cc1	8	0	4	6.7	0	-14	1.1	-5
CC(=O)c1cccc(NC(=O)C2=CC(c3ccc4c(c3)OCO4)=NS(=O)(=O)N2C)c1	-42	-9	4	0.8	7	8	1.2	-6
COc1ccc(NC(=O)Cn2cccc2)c(OC)c1	9	0	-12	-0.8	0	-13	1	-5

Some of these compounds in order of heavy-atom count, smallest number first:
SMILES	SENP8 block	GRIN3A LBD mod	PfG6PD inh	MPTP block	SENP1 inh	SENP6 inh	hIAP activ	ATG4B inhibitor
CNC(=S)Nc1cccc(Cl)c1C	10	1	-6	0.4	1	-1	0.84	0
Cc1cc(NC(=O)Nc2cc(Cl)sc2Cl)no1	13	-6	10	0.6	2	-15	1.1	-1
O=S(=O)(c1cnc(Cl)c(Br)c1)N1CCCCCC1	16	0	-16	-4.8	-2	-6	0.98	7
CCSCCC(NC1=CC(=O)CC(C)(C)C1)C(=O)O (stereo not given)	28	1	6	-1.1	-3	-3	0.89	3
COc1ccccc1NC(=O)CSc1nc(SC)ns1	13	-1	12	1.6	1	22	1.1	1
CN(C)CCC=C1c2ccccc2CCc2ccccc21	12	1	12	32	0	4	1	-7
CC1CCCN(Cc2ccc(OCc3ccccc3)cc2)C1 (stereo not given)	18	-3	-3	0.5	1	-15	1.1	-3
O=C(CN1C(=O)NC2(CCCC2)C1=O)Nc1nc2ccccc2s1	-16	-2	-20	1.3	2	1	1	-9
CCN(CC(=O)N1CCC(C(N)=O)CC1)S(=O)(=O)c1ccc(Cl)cc1	2	-1	-4	0.8	0	1	0.77	18
O=C1C[C@H]2[C@H](CO)[C@@H](OC(=O)c3ccc(-c4ccccc4)cc3)C[C@H]2O1	9	-1	5	2.8	7	-12	0.91	-10
CCOC(=O)C1CCCN(C2=NC(=O)/C(=C/c3ccc(O)c(OC)c3)S2)C1 (stereo not given)	-89	0	45	-1.2	69*	7	1	-9
O=C(Nc1nnc(C2CC2)s1)c1cc(-c2ccccc2)nn1-c1ccccc1	-15	-5	0	-1.1	-1	-6	1	7
COc1cc(/C=C2/SC(=O)NC2=O)ccc1Oc1ccc([N+](=O)[O-])cc1[N+](=O)[O-]	17	7	-19	41	3	-16	0.92	24
CC(=O)c1cccc(NC(=O)C2=CC(c3ccc4c(c3)OCO4)=NS(=O)(=O)N2C)c1	-42	-9	4	0.8	7	8	1.2	-6
COc1cc(C(=O)Oc2ccccc2/C=N/NC(=O)c2ccc(Cl)cc2)cc(OC)c1OC	20	-3	-28	6.5	-5	0	0.96	-6
CCOC(=O)C1=C(C)N=c2s/c(=C/c3ccc(OCC(=O)O)cc3)c(=O)n2C1c1cc(OC)c(OC)c(OC)c1 (stereo not given)	-15	0	-26	1.8	-31	-10	0.89	0

Carrying on.
SMILES	SENP8 block	GRIN3A LBD mod	PfG6PD inh	MPTP block	SENP1 inh	SENP6 inh	hIAP activ	ATG4B inhibitor
Cc1cc2c(cc1C)C(=O)C(Br)=C(N)C2=O	79*	0	36	-0.1	5	x	x	-1
CCCCn1c(N)c(N(CC)C(=O)C2CCCC2)c(=O)[nH]c1=O	-3	0	7	0.2	1	-1	1	-7
COc1ccc(N(CC(=O)N2CCOCC2)S(C)(=O)=O)cc1OC	16	-3	14	-2.1	2	-7	1	2
CC(C)=CCC/C(C)=C/CC/C(C)=C/COc1ccc2ccc(=O)oc2c1	-467	-8	21	-0.6	-95	-7	1	-5
CC1C(=O)C(C)C(c2cccc(Br)c2)NC1c1cccc(Br)c1 (stereo not given)	21	-1	1	1.4	0	7	1.2	-2
Cc1ccccc1-c1nnn(Cc2ccc(F)cc2Cl)n1	18	1	-5	-0.5	1	8	0.94	44*
O=C(COC(=O)C1CCC1)Nc1cc(S(=O)(=O)N2CCOCC2)ccc1Cl	2	x	-10	-1.2	2	x	x	x

Structures listed above marked active in ATG4B inhibitor:
SMILES | GRIN3A LBD mod | PfG6PD inh | MPTP block | SENP1 inh | SENP6 inh | hIAP activ | ATG4B inhibitor
Cc1ccccc1-c1nnn(Cc2ccc(F)cc2Cl)n1 | 1 | -5 | -0.5 | 1 | 8 | 0.94 | 44*
